Compound activity (PubChem)
MCF10A rereplic: A quantitative high throughput screen for small molecules that induce DNA re-replication in MCF 10a normal breast cells. MCF 10A DNA re-replication, Hoechst nuclear intensity, 48 h. Potency, µM (highest dose often 46.1 µM), inactives show top-dose activity, positive = re-replication, most hits filed as activators. hit rate 2.9% among 350,000. AID 624296, 2012; note: potency is the fitted concentration of half-maximal effect; % of control where 0% means no effect; nearly all actives have a fitted effect of over 50% in size
KB-3-1 tox: qHTS assay for MDR1-selective chemotherapeutics: Primary screen using the parental adenocarcinoma cell KB-3-1 | KB-3-1 viability, CellTiter-Glo ATP luminescence, 72 h | Potency, µM (series often up to 46.1 µM), without a hit: top-dose activity change, negative = cytotoxic, usual class: cytotoxic | hit rate 1.4% among 400,000 | AID 1347075, 2019; note: potency is the fitted concentration of half-maximal effect; % is set by controls: 0 for no effect and ±100 for the full control effect; nearly all actives have a fitted effect of over 60% in size
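KB-3-1 parental drug-naive adenocarcinoma cells in DMEM/10% FBS, incubated 72 h at 37 C with pin-transferred compounds across a concentration series. Viability by CellTiter-Glo luminescence; concentration-response curves fitted after normalization.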
HT1080 IDH1KD tx: qHTS for induction of synthetic lethality in tumor cells producing 2HG: qHTS for the HT-1080-IDH1KD cell line; AID 686971, 2013; HT-1080 IDH1 knockdown viability, ATP luminescence, 48 h; Potency, µM (highest dose often 46.1 µM), inactives show at the top dose activity, negative = toxicity, most hits filed as cytotoxic; hit rate 2% among 360,000;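 note: potency is the fitted concentration of half-maximal effect; 0% = DMSO wells and -100% = cell-free medium wells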
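Cytotoxicity counter-line: IDH1KD HT-1080, 48 h, CellTiter-Glo. Curves classed by r2, magnitude and activity.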
IL-1B inflam inh: qHTS for Inhibitors of Inflammasome Signaling: IL-1-beta AlphaLISA Primary Screen | THP-1 LPS/ATP IL-1B secretion, AlphaLISA, 16 h; active compounds read low | activity change, % at 57.5 µM | hit rate 4.7% among 360,000; in the data active = activity change below about -50%; inconclusive = mostly about -30% to -49%; note: % is set by controls: 0 for no effect and ±100 for the full control effect
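THP-1 cells pretreated 1 hr with compounds (up to 57.5 uM final), then stimulated with LPS (250 ng/mL final) plus ATP (1.25 mM final); secreted IL-1B measured by AlphaLISA after 16 hr, decreased signal indicating inhibition.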
SW480 rerep: A quantitative high throughput screen for small molecules that induce DNA re-replication in SW480 colon adenocarcinoma cells. hit rate 1.8% among 340,000. SW480 DNA re-replication, Hoechst DNA content imaging, 48 h. Potency, µM (doses to about 46.1 µM), for inactives: at the top dose re-replication activation, most hits filed as activators; note: potency is the fitted concentration of half-maximal effect; % of control where 0% means no effect; nearly all actives have a fitted effect of over 55% in size
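DNA re-replication was detected as more nuclei of elevated Hoechst intensity after 48 hr exposure to compound (23 nL pinned per well of 250 cells).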
HT1080NT lethal: qHTS for induction of synthetic lethality in tumor cells producing 2HG: qHTS for the HT-1080-NT fibrosarcoma cell line; HT-1080-NT fibrosarcoma viability, CellTiter-Glo ATP luminescence, 48 h; Potency, µM (highest dose often 46.1 µM), inactives show at the highest dose activity, negative = less viability, hits mostly cytotoxic; hit rate 1.6% among 360,000;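 note: NT is the 2HG producing partner of a matched IDH1 knockdown line; potency is the fitted concentration of half-maximal effect; 0% = DMSO-treated cells and -100% = media-only wells without cells; nearly all actives have a fitted effect of over 55% in size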
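Read-out is CellTiter-Glo luminescence after 10 minutes at room temperature, following 48 hours' compound treatment of HT-1080-NT cells (750 cells/well, RPMI, 5% FBS, 37 degrees C).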
ATXN2 expr inh: Primary qHTS for Inhibitors of ATXN expression. hit rate 0.72% among 360,000. HEK-293 ATXN2-luciferase reporter, luminescence, 24 h. AID 1745845, 2022. Potency, µM (highest dose often 57 µM), without a hit: top-dose activity change, negative = inhibition, usual class: inhibitors; note: potency is the fitted concentration of half-maximal effect; % is set by controls: 0 for no effect and ±100 for the full control effect; nearly all actives have a fitted effect of over 55% in size
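qHTS (up to 57 uM final) was run with 24 h compound exposure of reporter cells at 37 °C. Each well was multiplexed: SteadyGlo luminescence measured ATXN2-luciferase expression after a fluorogenic Gly-Phe-AFC viability readout (25 uM final).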
HepG2 viability: qHTS for Inhibitors of TGF-b: Cytotox Counterscreen. HepG2 CAGA-GFP viability, ATP luminescence, 18 h. Potency, µM (titrated, usually from 46.1 µM), inactives show at the highest dose activity change, negative = cytotoxicity, usual class: cytotoxic. AID 588856, 2011. hit rate 0.76% among 410,000; note: potency is the fitted concentration of half-maximal effect; some results filed as inactive show a strong effect at the top dose
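CellTiter-Glo luminescence gave cytotoxicity after 18 hours at 37 degrees C. The cells were HepG2 CAGA-GFP in 1% FBS DMEM, stimulated with 500 pg/mL TGF-beta after compound addition. %Activity was normalised to no-cell wells (complete cell-killing) and DMSO (no toxicity), and curves were fitted and classified.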
S2 tox: Viability Counterscreen for Primary qHTS for Inhibitors of ATXN expression | Potency, µM (highest dose often 56.7 µM), usual class: cytotoxic | AID 651635, 2014 | S2 cells (HEK-293 line with an ATXN2-luciferase reporter) viability, CellTiter-Fluor protease fluorescence, 24 h | hit rate 0.49% among 400,000; note: potency is the fitted concentration of half-maximal effect; nearly all actives have a fitted effect of over 40% in size
* hit, by the source's call; i = inactive; ? = inconclusive; . = not tested or not shown; [ ] = dose if it differs, or a comment. Unless noted, calls come from the whole dose curve; as a rule, active = well fitted curve in the direction sought with a large enough effect; inconclusive = small, poorly fitted or top-dose-only effect, or another doubt; inactive = no such curve, though single readings can be large; an effect the other way counts as inactive or inconclusive.

SMILES	MCF10A rereplic	KB-3-1 tox	HT1080 IDH1KD tx	IL-1B inflam inh	SW480 rerep	HT1080NT lethal	ATXN2 expr inh	HepG2 viability	S2 tox
NC(=O)CCn1c(C(=O)c2cc(Cl)c(N)c(Cl)c2)c2ccccc2[n+]1[O-]	10%	27%	2%	26	-12%	-7%	-2%	-7%	?
O=S(=O)(NCC1CCCO1)c1cccc2nsnc12 (stereo not given)	-2%	0%	2%	0	0%	9%	5%	9%	i
CC(NC(=O)c1ccccc1NC(=O)CN1CCc2ccccc2C1)c1ccccc1 (stereo not given)	26µM*	?	-29%	47	?	-15%	27%	0%	?
CCC(C)NC(=O)c1ccc2nc(Cc3ccccc3)oc2c1 (stereo not given)	.	-5%	.	.	.	.	-12%	-11%	i
CC(C)NC(=S)N/N=C1\CCCc2ccccc21	23%	6%	-4%	30	?	-8%	-1%	-21%	i
Cn1cnnc1SCC(=O)Nc1ccc(C#N)cc1	.	6%	.	.	.	.	4%	-4%	i
C/C(=N\NC(=O)c1cc2c(s1)CCC(C)C2)c1ccncc1 (stereo not given)	15µM*	?	-15%	0	-4%	-2%	.	8%	i
O=C(COc1ccccc1)Nc1c(C(=O)N2CCN(c3ccc(F)cc3)CC2)oc2ccccc12	.	22%	.	.	.	.	15%	-10%	i
CCOC(=O)Cn1c(=O)oc2cc(S(=O)(=O)Nc3cc(OCC)ccc3OCC)ccc21	?	-1%	-7%	18	0%	2%	0%	-11%	i
c1ccc2c(-c3cnc4cccnn34)cncc2c1	.	0%	18%	-19	.	18%	16%	-5%	i

Some of these compounds in order of number of heavy atoms, high to low:
SMILES	MCF10A rereplic	KB-3-1 tox	HT1080 IDH1KD tx	IL-1B inflam inh	SW480 rerep	HT1080NT lethal	ATXN2 expr inh	HepG2 viability	S2 tox
O=C(COc1ccccc1)Nc1c(C(=O)N2CCN(c3ccc(F)cc3)CC2)oc2ccccc12	.	22%	.	.	.	.	15%	-10%	i
CCOC(=O)Cn1c(=O)oc2cc(S(=O)(=O)Nc3cc(OCC)ccc3OCC)ccc21	?	-1%	-7%	18	0%	2%	0%	-11%	i
C/C(=N\NC(=O)c1cc2c(s1)CCC(C)C2)c1ccncc1 (stereo not given)	15µM*	?	-15%	0	-4%	-2%	.	8%	i
c1ccc2c(-c3cnc4cccnn34)cncc2c1	.	0%	18%	-19	.	18%	16%	-5%	i
CC(C)NC(=S)N/N=C1\CCCc2ccccc21	23%	6%	-4%	30	?	-8%	-1%	-21%	i

The listing picks up with the 3 entries that preceded the break.
SMILES	MCF10A rereplic	KB-3-1 tox	HT1080 IDH1KD tx	IL-1B inflam inh	SW480 rerep	HT1080NT lethal	ATXN2 expr inh	HepG2 viability	S2 tox
O=C(COc1ccccc1)Nc1c(C(=O)N2CCN(c3ccc(F)cc3)CC2)oc2ccccc12	.	22%	.	.	.	.	15%	-10%	i
CCOC(=O)Cn1c(=O)oc2cc(S(=O)(=O)Nc3cc(OCC)ccc3OCC)ccc21	?	-1%	-7%	18	0%	2%	0%	-11%	i
c1ccc2c(-c3cnc4cccnn34)cncc2c1	.	0%	18%	-19	.	18%	16%	-5%	i
O=c1c2cccnc2n(Cc2ccc(Cl)cc2)c(=O)n1Cc1ccc(F)cc1	.	6%	.	.	.	.	8%	3%	i
O=C(Oc1cc(=O)n2ccccc2n1)c1ccccc1	-1%	-5%	4%	12	-8%	16%	-8%	5%	i
O=C(NNC(=S)Nc1ccccc1Cl)c1ccccc1Cl	?	.	3%	9	-4%	-5%	39%[activator]	5%	?
O=C1OCc2ccc(NC(=O)C3CCCCC3)cc21	0%	-13%	-7%	-10	-5%	1%	3%	-8%	i
Cc1ccc(CCc2nnc(SCC(=O)Nc3ccccc3Cl)n2-c2ccccc2)o1	?	-7%	-6%	-64*	?	-3%	-6%	0%	i
C=CCN(c1ccccc1)S(=O)(=O)c1cccc(C(=O)N2CC(C)CC(C)C2)c1 (stereo not given)	10µM*	?	?	i	?	-24%	-13%	-2%	?
CC1C(O)=C(c2nc3ccccc3[nH]2)C(=N)N1c1ccccc1 (stereo not given)	6%	5%	?	11	?	?	24%	-10%	i
CC(C)NC(=O)CSc1nc(Cc2ccccc2)nc2ccccc12	?	-12%	-14%	-70*	-21%	0%	-4%	-14%	i
COC(=O)c1[nH]c2cc(OC)ccc2c1NC(=O)CN1CCC(C(N)=O)(N2CCCCC2)CC1	-3%	-1%	0%	-10	12%	-15%	1%	-5%	i
Cc1[nH]nc(-c2ccc(OCc3cnn(-c4ccccc4)c3)cc2O)c1Oc1ccc(F)cc1	?	?	?	60	12%	?	-10%	-62%	i
O=C(CCC(=O)N1CCSc2ccccc21)NCc1cccc(Br)c1	5%	1%	-1%	-9	8%	0%	-15%	-14%	i
Cn1ncc(C#N)c1NC(=O)C1CC(c2ccc(Cl)cc2)=NO1 (stereo not given)	?	15%	7%	29	-4%	4%	-3%	-5%	i
C/C(=N\Nc1cc(Cl)nc(C)n1)c1ccc(Cl)c(Cl)c1	-7%	-4%	8%	8	9%	11%	-8%	-13%	i
COc1ccc(NC(=O)CCc2ccccc2)cc1NC(=O)c1ccco1	0%	-11%	-11%	0	0%	-26%	-7%	-12%	i
CC1=CC(C)[C@H](/C=N/n2c(=O)[nH]c3c([nH]c4ccc(Br)cc43)c2=O)C(C)C1 (stereo not given in full)	?	?	?	-9	?	-24%	?	9%	?
O=C(CC1SC(=O)N(c2ccccc2)C1=O)Nc1ccc(Br)cc1 (stereo not given)	2%	16%	7%	4	-9%	12%	-19%	-1%	?
CC(OC(=O)c1ccc([N+](=O)[O-])s1)C(=O)NC1CCCCC1C (stereo not given)	-2%	-5%	-9%	11	22%	-4%	.	-28%	.
COc1ccccc1NC(=O)c1oc2ccccc2c1NC(=O)Cc1cccs1	.	2%	.	.	.	.	-8%	-31%	i
COc1ccc(-n2nc(C(=O)NCC(=O)N3CCN(Cc4ccc5c(c4)OCO5)CC3)c3ccccc3c2=O)cc1OC	-4%	?	-1%	?	-5%	-21%	10%	6%	i
O=C(COC(=O)C1=COCCO1)Nc1cc(S(=O)(=O)N2CCCCC2)ccc1Cl	0%	-3%	4%	30	-4%	-2%	-10%	1%	i
Cc1ccc2cccc(OCC(=O)NCCC3=CCCCC3)c2n1	?	.	-2%	-21	12%	-10%	-10%	-17%	i
O=C(COC(=O)c1ccc(Cl)nc1)NC(=O)c1ccc(OC(F)F)cc1	-5%	0%	1%	5	?	1%	-1%	-4%	i
Cc1cc(Cl)cc(Br)c1OCCCNCC(C)O (stereo not given)	?	3%	-17%	-6	5%	-4%	?	-6%	i
CCOC(=O)Cc1nnc(NC(=O)C(CC)Sc2nc(C)cc(C)n2)s1 (stereo not given)	2%	3%	-2%	-4	-10%	-6%	-13%	3%	i
CCCOc1ccc(N2C(=O)CC(NCc3ccc(S(N)(=O)=O)cc3)C2=O)cc1 (stereo not given)	0%	22%	13%	28	-58%	20%	0%	2%	?
Cc1ccc(-c2csc(N/N=C/C=C/c3ccccc3)n2)cc1	9%	2%	?	-28	4%	4%[9.24 µM]	2%	-33%	i
COc1ccccc1N1CCN(/N=C/c2cc([N+](=O)[O-])ccc2Cl)CC1	0.58µM*	0%	8%	5	-79%[inhibitor]	12%	10%	11%	i
COc1ccc(CN(C(=O)c2ccc(-c3ccccc3)[nH]2)C(C(=O)NCC2CCCO2)c2ccc(C)o2)cc1 (stereo not given)	10%	?	?	0	7%	-9%	?	-2%	?
CC1CCN=C(N)S1 (stereo not given)	-5%	0%	5%	9	7%	-15%	-3%	-2%	i
CC(C)NC(=O)C1CC=CCC1C(=O)O (stereo not given)	1%	0%	1%	0	0%	-3%	-11%	-1%	i
Cc1ccc(S(=O)(=O)NCC(=O)N(CC(=O)NCC2CCCO2)Cc2ccco2)cc1 (stereo not given)	14%	-7%	8%	6	-2%	9%	12%	-12%	i
CCN(CC)S(=O)(=O)c1ccc(N/N=C(\C)c2ccncc2)c([N+](=O)[O-])c1	?	?	-1%	54	-4%	4%	11%	-6%	i
